miR-122 sensor: blocks miR-122 activity in Huh7 sensor cells | Huh7 miR-122 Renilla luciferase sensor, 48 h; neutral wells = 0, positive control = 100 | activation (reporter increase), % at 12.5 µM | hit rate 0.3% among 340,000;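 active means mean replicate activation score at least 90 and every replicate individually at or above 90; inconclusive means only one of the two criteria met; inactive means neither criterion met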;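 further: higher luciferase means less miR-122 activity so hits act as miR-122 inhibitors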
PGC1a acetyl inh: lowers PGC1a acetylation signal in U2OS cells | AlphaScreen anti-acetyl-lysine; with virally co-expressed GCN5 acetyltransferase | inhibition, % at 15.6 µM | hit rate 0.17% among 350,000 | AID 651687;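 active means every replicate shows inhibition of at least 40%; inconclusive means mean inhibition at least 40% but some replicate below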;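 further: 0% = neutral control wells and 100% = positive control wells; some results beyond the cut were filed as inactive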
RAD52 anneal inh: inhibitors of human RAD52 DNA annealing; P43351; recombinant RAD52 DNA annealing, FRET fluorescence; inhibition, % at 18.7 µM; hit rate 0.46% among 360,000; AID 651710;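 active means every replicate showing at least 50% inhibition; inconclusive means mean inhibition at least 50% but not in every replicate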
RAD54 branch: inhibitors of human RAD54 branch migration; Q92698; RAD54 Holliday junction branch migration, FAM/BHQ fluorescence; inhibition, % at 10.4 µM; hit rate 0.14% among 360,000; AID 602329;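 active means mean normalized replicate activity at least 40 and at least half of replicates scoring 40 or more; inconclusive means only one of the two criteria met; inactive means mean below 40 and under half of replicates reaching 40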;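 further: 0% = median of neutral control wells and 100% = median of positive control wells; inhibitors cause a drop in the FAM fluorescence signal; in these data hits start at about 50%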
PglD DTNB: PglD (C. jejuni) enzyme inhibition; purified PglD enzyme, DTNB colorimetric CoA detection; inhibition, % at 12.5 µM; hit rate 0.098% among 360,000; in the data active means inhibition above about 16%, passing the limit was not always enough; inconclusive means no clear call, values can overlap the other calls; further: strong numbers were not always called active
ERAP1 HTS inh: inhibitors of human ERAP1 aminopeptidase; Q9NZ08; recombinant ERAP1, Leu-AMC fluorescence, 60 min; inhibition, % at 10.7 µM; hit rate 0.15% among 340,000; AID 652197;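 active means mean replicate inhibition of at least 30%, or all replicates individually reaching that 30% level; inactive means mean below 30% and not every replicate reaching it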;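 further: 0% = neutral control wells and 100% = L-leucinethiol positive control wells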
Target sequence (Q9NZ08 whole entry, looked up): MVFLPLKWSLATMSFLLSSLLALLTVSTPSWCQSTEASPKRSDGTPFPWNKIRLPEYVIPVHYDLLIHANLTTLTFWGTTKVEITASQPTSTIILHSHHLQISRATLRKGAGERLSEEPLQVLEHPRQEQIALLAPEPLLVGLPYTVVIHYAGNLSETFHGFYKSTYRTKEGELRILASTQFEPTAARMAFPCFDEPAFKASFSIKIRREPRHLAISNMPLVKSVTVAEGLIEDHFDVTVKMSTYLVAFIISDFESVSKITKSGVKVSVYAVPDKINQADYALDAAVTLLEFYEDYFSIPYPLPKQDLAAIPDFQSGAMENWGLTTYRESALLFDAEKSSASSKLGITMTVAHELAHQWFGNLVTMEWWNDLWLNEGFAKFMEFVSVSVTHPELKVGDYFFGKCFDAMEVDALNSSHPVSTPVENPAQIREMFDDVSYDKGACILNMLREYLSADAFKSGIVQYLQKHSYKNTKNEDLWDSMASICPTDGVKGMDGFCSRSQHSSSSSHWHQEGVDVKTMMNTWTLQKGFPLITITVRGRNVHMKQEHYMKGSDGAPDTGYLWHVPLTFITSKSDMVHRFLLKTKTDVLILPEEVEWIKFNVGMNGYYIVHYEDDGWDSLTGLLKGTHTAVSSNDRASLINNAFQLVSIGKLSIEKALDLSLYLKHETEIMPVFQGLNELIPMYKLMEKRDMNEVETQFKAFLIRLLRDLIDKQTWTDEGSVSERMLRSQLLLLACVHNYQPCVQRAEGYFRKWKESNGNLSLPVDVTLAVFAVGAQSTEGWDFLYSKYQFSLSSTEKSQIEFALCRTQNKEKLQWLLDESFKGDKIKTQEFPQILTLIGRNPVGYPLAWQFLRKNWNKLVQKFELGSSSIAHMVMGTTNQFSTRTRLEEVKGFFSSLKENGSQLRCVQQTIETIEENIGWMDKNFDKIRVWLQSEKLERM
Cneo AK release: Cryptococcus neoformans lysis via adenylate kinase release; AID 651654; C. neoformans lysis, adenylate kinase release luminescence, 4 h; normalised: neutral wells 0, clomiphene wells 100; hit rate 0.2% among 360,000; lysis activity, % at 15 µM;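 active means mean lysis activity across replicates of at least 80%, whatever share of replicates individually reach that level; inactive means mean lysis activity below 80%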
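Assay system: C. neoformans cells. Amount: yeast cell density of 5 × 10^6 cells/mL. Technique: AK luminescence. Buffer or medium: YPD. Times: static 4 h at 37 °C with compound, 1 h detection. Dosing: single-point compound dose. Read-out: lysis from increased AK signal.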
E-selectin induc: induces E-selectin expression in human endothelial cells; P16581; HUVEC E-selectin immunofluorescence imaging; normalized: neutral wells 0, TNF-alpha wells 100; activation, % at 7.58 µM; hit rate 0.37% among 260,000;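 active means mean E-selectin-positive cell signal at least 10% of the positive control, reached in at least 60% of replicates, without over 20% cell loss; inconclusive means no rule given, readout overlaps actives, possibly toxicity-flagged; inactive means the rest, including those meeting only one limit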;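 further: in these data hits start at about 27%; measured in HUVEC primary endothelial cells; signal is the percent of cells scored E-selectin positive by PE staining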
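Material: HUVEC primary endothelial cells; Amount: 3,000 cells per well; Dosing: single concentration; Medium: EGM-2 growth medium on 0.1% gelatin-coated wells; Read-out basis: percent E-selectin-positive cells; Signal: immunofluorescence imaging; Control set: TNF-alpha, DMSO.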
Starred values were filed as active, the others as inactive; u = inconclusive; x = no result given; [ ] = remark or other dose. Compounds as they come. Share with any hit: about 1.4%.

SMILES | miR-122 sensor | PGC1a acetyl inh | RAD52 anneal inh | RAD54 branch | PglD DTNB | ERAP1 HTS inh | Cneo AK release | E-selectin induc
C[C@H](CO)N1C[C@H](C)[C@@H](CN(C)C(=O)C2CCCCC2)Oc2cc(-c3ccc(C(=O)N(C)C)cc3)ccc2S1(=O)=O | 44[16.7 µM] | 2 | -10 | -3 | 2 | -3 | 56 | 0.6
O=C(c1cnccn1)N1CC(=O)N2[C@H](CO)[C@H](c3ccc(C#CC4CC4)cc3)[C@H]2C1 | x | 5 | 0 | x | x | 0 | x | -0.1
CCCN1[C@@H]2Cn3c(ccc(-c4ccccc4)c3=O)[C@H]1[C@@H](C(=O)NCC)[C@@H]2CO | -2[16.7 µM] | x | 0 | 2 | 0 | -2 | 14 | -0.1
Cc1ccc(SCC(=O)NCCc2ccc(F)cc2)cc1 | 4 | 1 | -11 | 0 | 3 | x | 1 | -0.1
O=CN1CCN(C2CC(=O)N(c3ccc(Br)cc3)C2=O)CC1 (configuration not stated) | -2 | -3 | x | 2 | -2 | x | 7 | x
COc1ccc(C(NC(=O)C2CCN(CCOc3ccc(Cl)cc3Cl)CC2)c2ccccn2)cc1 (configuration not stated) | -12 | x | -35 | 0 | 0 | -2 | -1 | -0.3
COc1ccccc1OCC(=O)N/N=C1/SCC(=O)N1Cc1ccccc1 | 11 | 12 | x | -4 | -2 | x | 2 | x
CCN(C(=O)c1cnc(OC)cc1C(F)(F)F)c1ccc(Cl)cc1Cl | 0 | x | -8 | -6 | -4 | x | 2 | x
O=C(Cc1cccnc1)N1[C@@H](CO)[C@@H](c2ccccc2)[C@@H]1CNCC1CCC1 | 0[16.7 µM] | 1 | -45 | -2 | -1 | 2 | 1 | -0.2
CS(=O)(=O)Nc1ccc2c(c1)[C@@H]1C[C@@H](CC(=O)NCc3cc(F)ccc3F)O[C@@H](CO)[C@@H]1O2 | 3[16.7 µM] | -7 | 3 | -8 | -2 | -1 | 7 | 0.3
N#CC1(NC(=O)CSc2nnc(C3CC3)n2N)CCCCC1 | 0 | -2 | -4 | -6 | 3 | 1 | 2 | -0.1
CCOc1ccc(N(CC(=O)N2CCCCCC2)S(=O)(=O)c2ccc(C)cc2)cc1 | 45 | x | -6 | -6 | -5 | -1 | 0 | 0.1
CSCC[C@H](NC(=O)OCc1ccccc1)C(=O)O | 1 | -30 | x | -9 | -2 | x | 2 | x
C[C@H](CO)N1C[C@H](C)[C@H](CN(C)Cc2ccc(Oc3ccccc3)cc2)Oc2ccc(NC(=O)Nc3ccc(C(F)(F)F)cc3)cc2C1=O | -9[16.7 µM] | -14 | 40 | 3 | 1 | -4 | -2 | 2.2
N#CC1(NC(=O)COC(=O)C2CCN(S(=O)(=O)c3ccc4c(c3)OCCO4)CC2)CCCCC1 | -10 | 6 | -16 | 1 | 1 | 6 | 0 | x
O=C(c1ccccc1Cl)N(C(=O)c1ccccc1Cl)c1nccc(-c2cccs2)n1 | -2 | -2 | x | 11 | 3 | x | 0 | -0.9
COc1ccc(C(=O)OC2CCN(C)CC2)cc1 | 0 | -10 | x | -5 | 6 | x | -1 | x
Cn1cc(/C=C/C(=O)N2CCCC(C(=O)c3ccc(C(C)(C)C)cc3)C2)cn1 (configuration not stated) | 7 | x | -3 | -7 | -1 | -3 | -1 | 2.6
CC(C(=O)Nc1ccc(S(=O)(=O)N2CCOCC2)cc1)N(c1ccccc1)S(C)(=O)=O (configuration not stated) | 3 | 6 | x | -2 | -4 | x | 0 | x
CCOc1ccc(C(=O)N/N=C/c2ccc(SC)cc2)cc1 | -1 | 1 | -9 | -7 | -2 | -3 | 0 | x
CSCCC1NC(=O)N(CC(=O)Nc2cc(C)on2)C1=O (configuration not stated) | -3 | 4 | -21 | 1 | 2 | 1 | -1 | -2.4
COCCn1nnnc1C(C(C)C)N1CCOCC1 (configuration not stated) | 1 | -5 | x | -12 | -1 | x | 3 | x
COCCC(=O)N1CCC(Oc2ccc(C(=O)N(C)C(C)c3ccon3)cc2)CC1 (configuration not stated) | -4 | -8 | 1 | 7 | 0 | -4 | -1 | x
COCCCn1cnnc1SCc1nc2sc(C(C)=O)c(C)c2c(=O)[nH]1 | -5 | -1 | -194 | -3 | 7 | 1 | -1 | 1.8
CC(C)C[C@@H](CN)NC(=O)c1nc[nH]c1C(=O)N[C@@H](C)C(=O)CNC[C@H](C)NC(=O)c1nc[nH]c1C(=O)N[C@@H](C)C(=O)O | -1 | x | 1 | 11 | 1 | x | 3 | 0.0
C/C=C/c1ccc(OCCCNC(C)CC)c(OC)c1 (configuration not stated) | 19 | -4 | x | 1 | 2 | x | 0 | x
Cc1cc(N(C)N)nc(NC(=O)NS(=O)(=O)c2ccccc2Cl)n1 | x | x | -14 | -5 | 1 | 1 | 0 | 0.4
CCN(CC(=O)Nc1c(F)cccc1F)C(=O)c1cccc(S(=O)(=O)N2CCCc3ccccc32)c1 | 11 | 2 | -16 | 13 | -2 | 1 | 0 | x
OC[C@H]1[C@@H](c2ccc(/C=C/c3ccccc3)cc2)[C@H]2CN(Cc3ccncc3)CCCCN21 | 6[16.7 µM] | -6 | 25 | -21 | 1 | 3 | -1 | -0.5
COc1ccc(/C=C2\Sc3ccc(C(=O)NCCCN4CCCC4)cc3N(C)C2=O)cc1OC | -1 | -7 | 66* | 24 | -2 | 1 | -3 | x
Cc1ccc(Cc2nc(-c3ccccn3)no2)cc1 | -1 | 15 | x | -18 | -3 | x | 2 | x
COc1ccc(-c2cc(=O)oc3c(C)c(OC(C)C(C)=O)ccc23)cc1 (configuration not stated) | -2 | x | 5 | -6 | 5 | -2 | -3 | 0.1
CC(=O)N1[C@@H]2c3ccc(-c4ccccc4)c(=O)n3C[C@H]1[C@H](CO)[C@H]2C(=O)NCC1CC1 | -4[16.7 µM] | 8 | -8 | -1 | -3 | -2 | 1 | 0.3
COc1cc2c(cc1OC)C(c1ccc3c(c1)OCO3)CC(=O)N2 (configuration not stated) | -4 | 7 | -19 | x | x | -4 | x | x
C[C@@H]1CN([C@@H](C)CO)S(=O)(=O)c2ccc(C3=CCCCC3)cc2O[C@@H]1CN(C)Cc1ccccc1F | x | -12 | 14 | 6 | 10 | -1 | 3 | x
Cc1noc(C)c1NC(=O)Nc1ccc2c(c1)C(=O)N([C@H](C)CO)C[C@@H](C)[C@@H](CN(C)S(=O)(=O)c1ccc(F)cc1)OCCCC[C@@H](C)O2 | 2[16.7 µM] | u | 28 | 1 | -2 | -2 | 0 | 0.1
Cc1cc2c(C)ccc(C)c2nc1SCC(=O)c1cccs1 | 17 | x | x | -6 | 1 | x | 3 | x
C[C@H](CO)N1C[C@H](C)[C@H](CN(C)Cc2cncnc2)Oc2cc(-c3ccccc3)ccc2S1(=O)=O | 1[16.7 µM] | -4 | 6 | 4 | 1 | 0 | 3 | 0.0
CCOc1cc(C2C(C#N)=C(N)Oc3n[nH]c(-c4ccccc4)c32)ccc1O (configuration not stated) | 1 | -2 | x | -3 | -4 | x | 1 | -0.2
CC(=O)c1sc(NC(=O)COc2ccc(C)c(C)c2)nc1C | -1 | 0 | -29 | -1 | 1 | -4 | 4 | x

Individual results from above.
COCCC(=O)N1CCC(Oc2ccc(C(=O)N(C)C(C)c3ccon3)cc2)CC1 (configuration not stated) – PglD DTNB: 0
CCN(CC(=O)Nc1c(F)cccc1F)C(=O)c1cccc(S(=O)(=O)N2CCCc3ccccc32)c1 – ERAP1 HTS inh: 1

Quoted at random: six entries already listed, in no set order.
SMILES | miR-122 sensor | PGC1a acetyl inh | RAD52 anneal inh | RAD54 branch | PglD DTNB | ERAP1 HTS inh | Cneo AK release | E-selectin induc
CC(=O)N1[C@@H]2c3ccc(-c4ccccc4)c(=O)n3C[C@H]1[C@H](CO)[C@H]2C(=O)NCC1CC1 | -4[16.7 µM] | 8 | -8 | -1 | -3 | -2 | 1 | 0.3
C[C@@H]1CN([C@@H](C)CO)S(=O)(=O)c2ccc(C3=CCCCC3)cc2O[C@@H]1CN(C)Cc1ccccc1F | x | -12 | 14 | 6 | 10 | -1 | 3 | x
CC(C)C[C@@H](CN)NC(=O)c1nc[nH]c1C(=O)N[C@@H](C)C(=O)CNC[C@H](C)NC(=O)c1nc[nH]c1C(=O)N[C@@H](C)C(=O)O | -1 | x | 1 | 11 | 1 | x | 3 | 0.0
OC[C@H]1[C@@H](c2ccc(/C=C/c3ccccc3)cc2)[C@H]2CN(Cc3ccncc3)CCCCN21 | 6[16.7 µM] | -6 | 25 | -21 | 1 | 3 | -1 | -0.5
CC(=O)c1sc(NC(=O)COc2ccc(C)c(C)c2)nc1C | -1 | 0 | -29 | -1 | 1 | -4 | 4 | x
C/C=C/c1ccc(OCCCNC(C)CC)c(OC)c1 (configuration not stated) | 19 | -4 | x | 1 | 2 | x | 0 | x

Following part:
SMILES | miR-122 sensor | PGC1a acetyl inh | RAD52 anneal inh | RAD54 branch | PglD DTNB | ERAP1 HTS inh | Cneo AK release | E-selectin induc
O=C(C[C@@H]1C=C[C@@H](NC(=O)NC2CCCC2)[C@H](CO)O1)NCc1ccc(F)cc1 | x | 1 | -2 | -6 | 1 | 0 | -2 | 0.1
Cc1ccc(COc2ccsc2-c2n[nH]c(=S)n2C)cc1 | 6 | -6 | x | 28 | 2 | x | 9 | x
O=C(C[C@H]1CC[C@H]2[C@@H](COC[C@H](O)CN2Cc2ccc3c(c2)OCO3)O1)N1CCCCC1 | 4[16.7 µM] | -4 | x | 1 | -2 | x | -2 | -0.1
Cc1ccccc1NS(=O)(=O)c1ccc(C(=O)NCC(c2ccco2)N(C)C)cc1 (configuration not stated) | x | -15 | -9 | 3 | 0 | 0 | -2 | -0.1
CN1C(=O)c2cc(NC(=O)C3CC3)ccc2OC[C@@H]2O[C@H](CC(=O)O)CC[C@H]21 | x | 10 | -13 | x | x | 2 | x | 0.1
COc1ccc(S(=O)(=O)N(C)C[C@H]2OCCCC[C@@H](C)Oc3ccc(NS(C)(=O)=O)cc3C(=O)N([C@@H](C)CO)C[C@H]2C)cc1 | 2[16.7 µM] | 38 | -13 | -2 | 1 | 1 | 1 | 0.1
CC(NC(=O)c1cccc(S(=O)(=O)N(C)c2ccccc2)c1)c1cccnc1 (configuration not stated) | 3 | 1 | -12 | -7 | -2 | 1 | -2 | 0.1
CCOC(=O)c1ccc(NC(=O)CCc2nc(-c3ccc(C)cc3)no2)cc1 | -14 | 6 | x | -15 | -271 | x | -2 | 0.1
C[C@@H](NC(=O)c1ncn2c1c(=O)[nH]c1ccc(Br)cc12)c1ccccc1 | 2 | -2 | -7 | -5 | -3 | 14 | -1 | 0.1
COc1ccc(CCN2CC(C(=O)NCCCn3nc(C)cc3C)CCC2=O)cc1 (configuration not stated) | -3 | -3 | -10 | 8 | -6 | -5 | -1 | x
C[C@@H]1CN([C@@H](C)CO)C(=O)Cc2cc(NC(=O)Cc3ccccc3)ccc2O[C@@H]1CN(C)C(=O)Nc1cccc2ccccc12 | -6[16.7 µM] | 3 | 0 | 9 | -1 | 0 | -10 | -12
CN(c1ccc(C(=O)Nc2ccc3c(c2)OCO3)cc1)S(C)(=O)=O | 8 | 8 | -2 | -1 | -4 | x | -6 | 0.2
